Rv3671c protease – inhibits the M. tuberculosis serine protease Rv3671c. inhibition, % at 5.96 µM. P9WHR9. actives 0.048% (n = 320,000); in the data active = inhibition above about 38%;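 note: extracellular domain of Rv3671c used as enzyme; 0% = enzyme with DMSO and 100% = no enzyme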
Target sequence (P9WHR9 whole entry, looked up, the tested form may be a part): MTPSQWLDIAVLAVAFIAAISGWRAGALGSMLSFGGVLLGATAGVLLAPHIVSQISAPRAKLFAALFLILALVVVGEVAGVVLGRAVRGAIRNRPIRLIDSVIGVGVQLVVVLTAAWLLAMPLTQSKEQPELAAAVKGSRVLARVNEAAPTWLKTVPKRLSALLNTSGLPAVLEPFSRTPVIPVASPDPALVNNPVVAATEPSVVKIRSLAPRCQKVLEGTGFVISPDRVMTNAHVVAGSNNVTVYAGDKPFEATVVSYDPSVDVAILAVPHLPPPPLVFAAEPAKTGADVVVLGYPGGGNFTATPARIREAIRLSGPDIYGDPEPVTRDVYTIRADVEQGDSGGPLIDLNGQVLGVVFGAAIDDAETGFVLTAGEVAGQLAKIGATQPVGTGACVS
SSB-PriA inh – K. pneumoniae PriA-SSBct interaction inhibition; inhibition, % at 33 µM; AID 1272365; actives 0.6% (n = 430,000); AlphaScreen SSBct-PriA binding, biotinylated peptide; in the data active = inhibition mostly above about 37%, no sharp cut-off; inactive = mostly below about 20%;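 note: plate controls were negative control peptide for no effect and reference peptide for full effect; strong numbers were not always called active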
Vc quorum ag – quorum light induction in luxS cqsA deficient V. cholerae; actives 0.16% (n = 350,000); activation, % at 18.7 µM; AID 588436; V. cholerae BH1578 lux reporter, luminescence, 6 h; in the data active = activation mostly above about 9.7%, no sharp cut-off; note: not every result past the cut was called active; inactives centre near 0; reference of the scale not given here
TcdB inh – inhibitors of Clostridioides difficile toxin B glycohydrolase | TcdB glycohydrolase enzymatic assay, plate reader | inhibition, % at 9.99 µM | actives 0.24% (n = 350,000); in the data active = inhibition above about 10%
MazEF act – activators of E. coli MazEF toxin-antitoxin RNase | P0AE70 | FAM/BHQ RNA-DNA oligo cleavage fluorescence, 5 h | activation, % at 20 µM | actives 0.32% (n = 350,000) | AID 504720; in the data active = activation above about 50%
Target sequence (P0AE70 whole entry, looked up): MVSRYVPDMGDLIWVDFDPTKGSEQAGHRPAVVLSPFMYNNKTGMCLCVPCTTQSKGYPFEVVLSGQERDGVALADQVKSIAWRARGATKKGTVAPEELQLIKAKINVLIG
CCHF vOTU inh – CCHFV vOTU protease inhibition; AID 651958; actives 0.55% (n = 370,000); Pep-AMC fluorescence; inhibition, % at 11.5 µM; in the data active = inhibition above about 30%; note: 0% = vehicle wells with enzyme and 100% = no enzyme wells
Y pestis TopoI – blocks Yersinia pestis topoisomerase I activity; Y. pestis Topo-I cleavage product accumulation, plate reader; activity, % at 10 µM; actives 0.064% (n = 360,000); in the data active = activity above about 50%, passing the limit was not always enough; note: inactives centre near 2
DUSP3 inh – blocks human VHR1 dual specificity phosphatase | recombinant VHR phosphatase, pNPP absorbance | actives 0.52% (n = 290,000) | inhibition, % at 13.3 µM; in the data active = inhibition above about 50%; note: some compounds called inactive have numbers as strong as hits
Target sequence (P51452 whole entry, looked up): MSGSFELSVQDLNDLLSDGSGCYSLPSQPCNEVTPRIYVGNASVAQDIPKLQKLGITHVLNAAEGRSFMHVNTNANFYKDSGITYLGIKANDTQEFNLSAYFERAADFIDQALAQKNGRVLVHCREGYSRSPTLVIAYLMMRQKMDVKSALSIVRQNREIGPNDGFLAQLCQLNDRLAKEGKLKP
SARS 3CLpro inh – SARS-CoV 3CLpro protease inhibition; actives 0.14% (n = 290,000); P0C6X7; recombinant SARS-CoV 3CLpro, quenched FRET peptide cleavage; inhibition, % at 6 µM; in the data active = inhibition above about 12%
PrPC surface inh – inhibitors of human cell surface prion protein PrPC. TR-FRET read-out. P04156. actives 0.43% (n = 370,000). AID 720596. inhibition, % at 13.8 µM; in the data active = inhibition above about 24%; note: 0% = median of the test wells and 100% = reference compound wells
The depositor's hits bear a star.

Results for Cn1c(=O)c(=O)n(C)c2cc(S(=O)(=O)CCC(=O)N3CCOCC3)ccc21 ?
Rv3671c protease: 1.7; SSB-PriA inh: -12.6; Vc quorum ag: -0.2; TcdB inh: 1.6; MazEF act: 10.5; CCHF vOTU inh: -5.8; Y pestis TopoI: -2.4; DUSP3 inh: 2.4; SARS 3CLpro inh: -4.8; PrPC surface inh: -1.4

How did O=C(COC(=O)C1CCCCC1)Nc1cccc(F)c1 do in these assays?
Rv3671c protease: -2.7; SSB-PriA inh: -13.4; Vc quorum ag: 0.0; TcdB inh: -4.8; MazEF act: 2.2; CCHF vOTU inh: 18.2; Y pestis TopoI: 5.2; PrPC surface inh: 4.2

How did CCN(CC)CCN1C(=O)/C(=C\c2ccc(Cl)c([N+](=O)[O-])c2)SC1=Nc1ccc(OC)cc1 do in these assays?
Rv3671c protease: -3.4; SSB-PriA inh: 8.9; Vc quorum ag: -1.8; TcdB inh: -0.2; MazEF act: 18.2; CCHF vOTU inh: 13.0; Y pestis TopoI: 7.8; DUSP3 inh: -12.4; SARS 3CLpro inh: -1.0; PrPC surface inh: -23.8

What do the screens show for `COc1cc(OC)c(OC)cc1/C=N/NC(=S)NCCN1CCOCC1`?
Rv3671c protease: 5.3; Vc quorum ag: -0.4; TcdB inh: -7.1; MazEF act: 3.7; CCHF vOTU inh: -17.4; Y pestis TopoI: -8.5; DUSP3 inh: -2.0; SARS 3CLpro inh: 4.2; PrPC surface inh: -4.3

Results for COCCNC(=O)c1ccc2c(=O)n(Cc3ccco3)c(SCC(=O)Nc3ccc(OC)cc3OC)nc2c1 ?
Rv3671c protease: -8.4; SSB-PriA inh: -10.8; Vc quorum ag: -0.7; TcdB inh: 0.5; MazEF act: -6.9; CCHF vOTU inh: 9.4; Y pestis TopoI: 18.6; DUSP3 inh: -31.1; SARS 3CLpro inh: 3.2; PrPC surface inh: -3.4

How did N#CCCN(Cc1cccnc1)S(=O)(=O)c1ccc(S(=O)(=O)N2CCCCCC2)cc1 do in these assays?
Rv3671c protease: -14.4; SSB-PriA inh: 4.0; Vc quorum ag: -0.5; TcdB inh: -0.2; MazEF act: 2.1; CCHF vOTU inh: 3.3; Y pestis TopoI: 16.8; DUSP3 inh: 29.9; SARS 3CLpro inh: 1.1; PrPC surface inh: 8.4

How did O=C(CC(NCCN1CCOCC1)C(=O)O)Nc1cccc(Cl)c1 (configuration not stated) do in these assays?
Rv3671c protease: 0.8; SSB-PriA inh: -3.7; Vc quorum ag: -0.6; TcdB inh: -0.2; MazEF act: 7.1; CCHF vOTU inh: 0.9; Y pestis TopoI: 1.0; PrPC surface inh: 6.0

Results for COc1cccc(-c2nnc(NC(=O)C(C)C)o2)c1 ?
Rv3671c protease: 4.3; SSB-PriA inh: -8.1; Vc quorum ag: -0.2; TcdB inh: 0.0; MazEF act: 6.7; CCHF vOTU inh: -0.2; Y pestis TopoI: -0.2; DUSP3 inh: 23.6; SARS 3CLpro inh: 4.2; PrPC surface inh: -1.8

What do the screens show for `COCCCN1C(=O)c2ccc(C(=O)Nc3ccccc3OC)cc2C1=O`?
Rv3671c protease: -0.7; SSB-PriA inh: -12.5; Vc quorum ag: 0.4; MazEF act: -2.9; CCHF vOTU inh: -2.4; Y pestis TopoI: -0.8; DUSP3 inh: 0.3; SARS 3CLpro inh: -4.5; PrPC surface inh: 2.0

How did Cc1ccc(NC(=O)CCCc2ccccc2)nc1 do in these assays?
Rv3671c protease: 3.7; SSB-PriA inh: -1.4; Vc quorum ag: inactive; TcdB inh: 2.2; MazEF act: 3.4; CCHF vOTU inh: -7.3; Y pestis TopoI: -8.0; DUSP3 inh: 33.9; SARS 3CLpro inh: 1.7; PrPC surface inh: 5.9

Quoted at random: three records from the list
How did N#CCCN(Cc1cccnc1)S(=O)(=O)c1ccc(S(=O)(=O)N2CCCCCC2)cc1 do in these assays?
Rv3671c protease: -14.4; SSB-PriA inh: 4.0; Vc quorum ag: -0.5; TcdB inh: -0.2; MazEF act: 2.1; CCHF vOTU inh: 3.3; Y pestis TopoI: 16.8; DUSP3 inh: 29.9; SARS 3CLpro inh: 1.1; PrPC surface inh: 8.4

Results for COc1cccc(-c2nnc(NC(=O)C(C)C)o2)c1 ?
Rv3671c protease: 4.3; SSB-PriA inh: -8.1; Vc quorum ag: -0.2; TcdB inh: 0.0; MazEF act: 6.7; CCHF vOTU inh: -0.2; Y pestis TopoI: -0.2; DUSP3 inh: 23.6; SARS 3CLpro inh: 4.2; PrPC surface inh: -1.8

What do the screens show for `COCCCN1C(=O)c2ccc(C(=O)Nc3ccccc3OC)cc2C1=O`?
Rv3671c protease: -0.7; SSB-PriA inh: -12.5; Vc quorum ag: 0.4; MazEF act: -2.9; CCHF vOTU inh: -2.4; Y pestis TopoI: -0.8; DUSP3 inh: 0.3; SARS 3CLpro inh: -4.5; PrPC surface inh: 2.0

Next section.
How did CCN(CC(=O)NCc1ccc(F)cc1)C(=O)c1ccc(C)o1 do in these assays?
Rv3671c protease: 11.1; SSB-PriA inh: 4.4; Vc quorum ag: -0.2; TcdB inh: 1.1; MazEF act: 10.8; CCHF vOTU inh: 2.2; Y pestis TopoI: 4.1; DUSP3 inh: 12.5; SARS 3CLpro inh: -4.3; PrPC surface inh: -3.5

How did Clc1c(-c2ccccc2)nc2ccccn12 do in these assays?
Rv3671c protease: -3.9; SSB-PriA inh: -3.4; Vc quorum ag: -0.7; TcdB inh: 1.3; MazEF act: -1.4; CCHF vOTU inh: -9.9; Y pestis TopoI: 0.2; DUSP3 inh: 15.4; SARS 3CLpro inh: 2.5; PrPC surface inh: -3.7

Results for CN1C(=O)/C(=C/c2cc(N=Nc3ccccc3)ccc2O)SC1=S ?
Rv3671c protease: 4.9; Vc quorum ag: -0.5; MazEF act: -5.7; CCHF vOTU inh: -3.6; Y pestis TopoI: 3.6; DUSP3 inh: 3.0; SARS 3CLpro inh: -3.0; PrPC surface inh: 9.2

How did CCNc1nc(NCC)n2c(SCC(=O)Nc3cccc(F)c3)nnc2n1 do in these assays?
Rv3671c protease: 5.6; SSB-PriA inh: -12.8; Vc quorum ag: -1.2; TcdB inh: 1.2; MazEF act: 5.2; CCHF vOTU inh: 17.6; Y pestis TopoI: 9.3; PrPC surface inh: -4.9

Results for COC(=O)[C@H](CCSC)NC(=O)Nc1cccc(Br)c1 ?
Rv3671c protease: -4.3; SSB-PriA inh: 1.3; Vc quorum ag: -0.3; TcdB inh: 1.0; MazEF act: 4.9; CCHF vOTU inh: 3.2; Y pestis TopoI: 1.2; DUSP3 inh: 6.1; SARS 3CLpro inh: -0.6; PrPC surface inh: 1.9

What do the screens show for `C/C(=N\NC(=O)c1ccoc1C)c1cccc2ccccc12`?
Rv3671c protease: 0.6; Vc quorum ag: 0.0; TcdB inh: 3.0; MazEF act: 1.5; CCHF vOTU inh: 13.7; Y pestis TopoI: 12.2; DUSP3 inh: 15.3; SARS 3CLpro inh: -1.9; PrPC surface inh: 6.8

How did O=C(NCC(=O)N1CCN(C(=O)c2ccccc2)CC1)c1ccc(Cl)cc1Cl do in these assays?
Rv3671c protease: 9.3; SSB-PriA inh: 1.0; Vc quorum ag: inactive; TcdB inh: -0.4; MazEF act: -2.9; CCHF vOTU inh: 7.5; Y pestis TopoI: -8.4; PrPC surface inh: 3.6

How did O=c1cc(/C=C/c2ccccc2)oc2c1ccc1ccccc12 do in these assays?
Rv3671c protease: -38.5; SSB-PriA inh: -3.1; Vc quorum ag: -0.6; MazEF act: -22.8; CCHF vOTU inh: -18.5; Y pestis TopoI: 14.3; DUSP3 inh: 1.3; SARS 3CLpro inh: -4.0; PrPC surface inh: -2.5

What do the screens show for `O=C(c1ccc2ccccc2c1)c1cccc(F)c1C(=O)O`?
Vc quorum ag: -5.3; TcdB inh: -0.1; MazEF act: 5.9; CCHF vOTU inh: 0.7; Y pestis TopoI: -3.7; PrPC surface inh: 14.6

Results for O=C(Cc1cccc2ccccc12)NCCc1ccccc1 ?
Rv3671c protease: 4.3; SSB-PriA inh: -16.1; Vc quorum ag: 0.4; TcdB inh: 1.7; MazEF act: 0.3; CCHF vOTU inh: -2.8; Y pestis TopoI: 10.1; DUSP3 inh: 17.9; SARS 3CLpro inh: -0.1; PrPC surface inh: 4.9

How did Cc1c(Cl)c(-c2n[nH]c(=S)n2Cc2ccco2)nn1C do in these assays?
Rv3671c protease: 0.4; SSB-PriA inh: 7.6; Vc quorum ag: -0.8; MazEF act: 0.8; CCHF vOTU inh: 8.8; Y pestis TopoI: -3.1; DUSP3 inh: 8.3; SARS 3CLpro inh: -0.1; PrPC surface inh: -6.6

Results for CSc1scc2c1-c1nc(SCC(=O)C(C)(C)C)ncc1CC2 ?
Rv3671c protease: -6.1; SSB-PriA inh: -15.5; Vc quorum ag: -0.6; TcdB inh: 2.8; MazEF act: -15.4; CCHF vOTU inh: -12.5; Y pestis TopoI: 12.6; DUSP3 inh: -19.4; SARS 3CLpro inh: 5.3; PrPC surface inh: 1.5

Results for C=CCn1c(=O)[nH]c(=O)c2c(N)c(C(=O)c3ccc(OC)cc3)sc21 ?
SSB-PriA inh: -4.7; Vc quorum ag: -0.3; TcdB inh: 0.6; MazEF act: -26.6; CCHF vOTU inh: 6.4; Y pestis TopoI: 24.3; PrPC surface inh: -2.6

What do the screens show for `O=C(CSc1ncn(-c2ccccc2)n1)Nc1ccc2c(c1)OCO2`?
Rv3671c protease: -1.6; SSB-PriA inh: -3.9; Vc quorum ag: -0.3; MazEF act: 0.9; CCHF vOTU inh: -4.9; Y pestis TopoI: 0.5; DUSP3 inh: 21.9; SARS 3CLpro inh: 2.7; PrPC surface inh: -0.1

Results for Cc1nc2nc(-c3ccccc3)cn2nc1C ?
Rv3671c protease: -8.1; SSB-PriA inh: -5.7; Vc quorum ag: inactive; TcdB inh: 1.5; MazEF act: -3.9; CCHF vOTU inh: -193.1; Y pestis TopoI: 16.5; DUSP3 inh: 1.2; SARS 3CLpro inh: 0.4; PrPC surface inh: -16.9

What do the screens show for `CCC(C)Nc1nc(-c2ccccn2)nc2ccccc12` (configuration not stated)?
Rv3671c protease: 14.0; SSB-PriA inh: 22.1; Vc quorum ag: -0.6; TcdB inh: 1.3; MazEF act: 7.5; CCHF vOTU inh: 5.9; Y pestis TopoI: 22.2; DUSP3 inh: 22.2; SARS 3CLpro inh: 0.5; PrPC surface inh: -5.4

How did CC(C)N(CCNC(=O)COc1ccc2oc3c(c2c1)CCCC3)C(C)C do in these assays?
Rv3671c protease: 4.3; SSB-PriA inh: -4.9; Vc quorum ag: inactive; TcdB inh: 0.9; MazEF act: 1.0; CCHF vOTU inh: 8.3; Y pestis TopoI: 10.7; DUSP3 inh: 14.5; SARS 3CLpro inh: 0.1; PrPC surface inh: -1.0

Results for CCCCNC(=O)C1(C)CCN1C(=O)c1cncc(Br)c1 (configuration not stated) ?
Vc quorum ag: -0.2; TcdB inh: 1.5; CCHF vOTU inh: -4.9; Y pestis TopoI: -4.9; PrPC surface inh: -9.0

What do the screens show for `COc1ccccc1C(=O)N/N=C(\C)CC(=O)Nc1ccc2c(c1)OCCO2`?
Rv3671c protease: -3.1; Vc quorum ag: -0.3; TcdB inh: -0.8; MazEF act: 14.5; CCHF vOTU inh: -6.8; Y pestis TopoI: -3.0; DUSP3 inh: -2.6; SARS 3CLpro inh: -1.4; PrPC surface inh: -1.0

What do the screens show for `CCOC(=O)c1sc2nccc(N(C)C)c2c1N=CNOC`?
Rv3671c protease: 4.0; SSB-PriA inh: -20.6; Vc quorum ag: inactive; MazEF act: -1.2; CCHF vOTU inh: 1.3; Y pestis TopoI: 7.9; DUSP3 inh: 12.5; SARS 3CLpro inh: -5.0; PrPC surface inh: -16.8

How did CSc1nc(-c2ccccc2)nn1S(=O)(=O)c1ccccc1 do in these assays?
Rv3671c protease: -0.9; SSB-PriA inh: -4.3; Vc quorum ag: 0.3; MazEF act: 5.3; CCHF vOTU inh: -4.0; Y pestis TopoI: 0.5; DUSP3 inh: 13.4; SARS 3CLpro inh: 0.8; PrPC surface inh: 0.2

What do the screens show for `O=C(CCSc1nc2cc(Cl)ccc2o1)N1CCOCC1`?
Rv3671c protease: 2.0; SSB-PriA inh: -2.9; Vc quorum ag: inactive; MazEF act: -2.3; CCHF vOTU inh: -4.9; Y pestis TopoI: 0.9; DUSP3 inh: -16.2; SARS 3CLpro inh: 0.6; PrPC surface inh: -1.1

An excerpt (hit frequency here may not be typical).
